Screening results deposited in PubChem BioAssay by several laboratories.
PPARg SRC3 recr: PPARgamma agonists recruiting SRC-3 coactivator, primary screen, biochemical; activation, % at 8 µM; biochemical PPARgamma/SRC-3 coactivator recruitment assay; AID 731, 2007; 200,000 tested, 0.26% active; Peroxisome proliferator-activated receptor gamma (Homo sapiens), P37231; in the data active means activation above about 23%;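 further: 0% = DMSO and 100% = reference agonist; some compounds past the cut are filed as inactive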
PPARg SRC2 recr: agonists of PPARg-SRC-2 recruitment, primary screen, biochemical, HTS; Peroxisome proliferator-activated receptor gamma (Homo sapiens), P37231; PPARgamma LBD-SRC-2 recruitment; activation, % at 8 µM; 200,000 tested, 0.34% active; AID 1032, 2008; in the data active means activation above about 22%;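 further: 0% = vehicle and 100% = reference agonist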
SRC2 TRFRET art: TR-FRET signal artefacts, primary screen, artefact control for PPARgamma SRC-2 agonist project, biochemical | 200,000 tested, 0.4% active | TR-FRET artefact counter-screen; hits give high values | TR-FRET ratio at 8 µM; in the data active means TR-FRET ratio above about 2000; further: inactives centre near 1500
bIAP inhibitor: bovine intestinal alkaline phosphatase inhibitors, primary screen, selectivity assay for TNAP inhibitor project, biochemical, bovine IAP, CDP-star luminescence | alkaline phosphatase, intestinal [Bos taurus] | purified bovine IAP, 30 min | inhibition, % at 20 µM | 190,000 tested, under 10 active | AID 1019, 2008;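 active means over 50% inhibition of intestinal alkaline phosphatase at 20 µM in the single-dose screen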
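test system = bovine IAP enzyme | medium = DEA buffer 100 mM, pH 9.8, with MgCl2 1.0 mM, ZnCl2 0.02 mM | detection = luminescence | dosing = single compound dose of 20 µM, 2% DMSO final | incubation = 30 min reaction at room temperature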
bIAP activator: bovine intestinal alkaline phosphatase activators, primary screen, biochemical, bovine IAP, CDP-star luminescence | AID 1016, 2008 | activation factor at 20 µM | alkaline phosphatase, intestinal [Bos taurus] | purified bovine IAP, 30 min; hits give high values; fold of DMSO-control signal, blank-subtracted | 200,000 tested, 0.17% active;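 active means activation factor of 2 or more at 20 µM, a signal rise over negative controls twice the positive control's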
STAT3 activator: IL-6 driven STAT3 reporter potentiators, primary screen, U3A cells, luciferase, luminescence, MLSCN library; IL-6 STAT3-luciferase reporter; 100% = signal with IL-6 EC80 alone; activation (% of control), % at 5.6 µM; 190,000 tested, 0.91% active; AID 871, 2007;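 active means activation above the screen-wide mean of compound activation plus 3 SD, cut at about 130% in these data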;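 further: 0% = background luminescence of wells with medium and substrate only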
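Material: STAT1-lacking human U3A cells, STAT3 luciferase reporter | Benchmarks: IL-6-only wells as 100% reference | Probe or stimulus: IL-6 (33 ng/mL) | Timing: Compound 1 h, then IL-6 6 h at 37 °C | Detection: Luminescence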
ROMK mod: ROMK potassium channel modulators, primary screen, cell-based, thallium flux, MLSMR library; ATP-sensitive inward rectifier potassium channel 1 (Homo sapiens), P48048; 130,000 tested, 2% active; AID 1918, 2009; Tet-inducible ROMK, thallium flux fluorescence; actives lie on both sides; B-score at 10 µM;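 active means signal ratio slope over the read window, or its plate-corrected B-score, at least 3 SD from the plate mean, either direction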;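 further: B-score of the F/F0 ratio slope over 7 to 12 s after thallium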
Target sequence (P48048 whole entry, looked up): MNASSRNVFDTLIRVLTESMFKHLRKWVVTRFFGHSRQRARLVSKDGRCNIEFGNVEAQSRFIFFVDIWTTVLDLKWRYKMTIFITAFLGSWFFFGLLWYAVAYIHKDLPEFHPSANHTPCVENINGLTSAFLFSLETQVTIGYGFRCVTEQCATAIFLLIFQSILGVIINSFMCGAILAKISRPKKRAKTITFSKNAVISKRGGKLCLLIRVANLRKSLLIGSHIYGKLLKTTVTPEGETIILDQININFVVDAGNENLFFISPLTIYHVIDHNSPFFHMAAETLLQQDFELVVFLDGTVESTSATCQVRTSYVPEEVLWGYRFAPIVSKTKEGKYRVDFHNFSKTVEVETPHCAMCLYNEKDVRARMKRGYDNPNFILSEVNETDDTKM
STAT3 blocker: IL-6 driven STAT3 reporter inhibitors, primary screen, U3A cells, luciferase, luminescence, MLSCN library; IL-6 STAT3-luciferase reporter; host cell line lacks STAT1; inhibition, % at 5.5 µM; 190,000 tested, 0.89% active; AID 862, 2007;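 active means inhibition above the mean inhibition across all screened compounds plus 3 SD, cut at about 44% in these data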;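 further: 0% = DMSO only wells and 100% = 100 µM nifuroxazide control wells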
TNAP act hiacc: TNAP activators at high phosphate acceptor level, primary screen, biochemical, luminescence, uHTS | Alkaline phosphatase, tissue-nonspecific isozyme (Homo sapiens), P05186 | AID 1136, 2008 | purified TNAP, CDP-star luminescence, 1 M DEA, 30 min; hits give high values; 0 = EDTA background, 1 = DMSO-only activity | 200,000 tested, under 10 active | activation factor at 20 µM;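 active means activation factor at least 2 at 20 µM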
Target sequence (P05186 whole entry, looked up): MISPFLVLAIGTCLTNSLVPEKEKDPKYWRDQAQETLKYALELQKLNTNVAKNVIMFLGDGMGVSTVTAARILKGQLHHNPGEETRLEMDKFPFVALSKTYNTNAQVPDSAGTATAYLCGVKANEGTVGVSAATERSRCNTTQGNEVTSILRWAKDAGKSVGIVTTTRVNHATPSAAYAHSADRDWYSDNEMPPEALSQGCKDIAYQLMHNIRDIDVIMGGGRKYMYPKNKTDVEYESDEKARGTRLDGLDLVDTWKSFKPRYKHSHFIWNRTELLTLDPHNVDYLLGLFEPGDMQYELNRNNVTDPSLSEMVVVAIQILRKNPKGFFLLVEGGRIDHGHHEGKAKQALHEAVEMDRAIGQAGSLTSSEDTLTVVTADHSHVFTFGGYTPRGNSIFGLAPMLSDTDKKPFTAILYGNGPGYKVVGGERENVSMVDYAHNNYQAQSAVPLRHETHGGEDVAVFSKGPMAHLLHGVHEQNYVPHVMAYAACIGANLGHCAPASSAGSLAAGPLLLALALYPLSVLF
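Test system – human TNAP · Doses – 20 µM single point · Incubation – 30 min, room temperature · Signal – luminescent substrate turnover signal · Read-out basis – activation factor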
PPARg SRC-1 ag: PPARgamma agonists recruiting SRC-1 coactivator, primary screen, biochemical. Peroxisome proliferator-activated receptor gamma (Homo sapiens), P37231. PPARgamma-SRC-1 coactivator recruitment biochemical assay. activation, % at 8 µM. 200,000 tested, 0.41% active; in the data active means activation above about 19%;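 further: 0% = DMSO and 100% = reference agonist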
STAT1 inh: STAT1 signaling inhibitors, primary screen, cell-based, HTS, luciferase reporter; NIH 3T3 STAT1-luciferase reporter, IFN-gamma, luminescence; inhibition, % at 5.5 µM; 200,000 tested, 0.35% active;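 active means inhibition above a set limit, the mean inhibition across all tested compounds plus 3 SD, cut at about 34% in these data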;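 further: 0% = IFN-gamma with DMSO and 100% = IFN-gamma with 300 µM nifuroxazide; values of inactives mirror those of a sister screen read the other way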
* hit, by the source's call; · = not tested or not shown.

1	Cc1ccc(N(Cc2ccc(C(=O)Nc3c(C)n(C)n(-c4ccccc4)c3=O)cc2)S(C)(=O)=O)cc1C
2	CC(NC(=O)COC(=O)[C@@H]1CCCN1S(=O)(=O)c1ccccc1F)C12CC3CC(CC(C3)C1)C2 (some centres undefined)
3	O=C(NCC1CCCO1)c1ccc(NS(=O)(=O)c2ccccc2)cc1 (centres undefined)
4	CN(c1ccccc1)S(=O)(=O)c1cccc(NC(=O)CSc2nncn2C)c1
5	CCOC(=O)c1c(NC(=S)Nc2ccccc2C)sc2c1CCC2

screen / no.	1	2	3	4	5
PPARg SRC3 recr	3	1	-4	3	8
PPARg SRC2 recr	5	-5	-2	1	9
SRC2 TRFRET art	1530	1479	1626	1727	1619
bIAP inhibitor	-19	-1	2	8	7
bIAP activator	1.2	1	1	0.9	0.9
STAT3 activator	102	96	100	86	92
ROMK mod	0.72	·	-0.17	0.16	·
STAT3 blocker	5	5	5	19	12
TNAP act hiacc	1	1	1	1	1
PPARg SRC-1 ag	-2	-8	11	5	6
STAT1 inh	1	-7	-1	6	3

Some of these compounds in order of their number in STAT3 activator, smallest number first.
cpd | Structure | bIAP inhibitor | bIAP activator | STAT3 activator | ROMK mod | TNAP act hiacc | STAT1 inh
2 | CC(NC(=O)COC(=O)[C@@H]1CCCN1S(=O)(=O)c1ccccc1F)C12CC3CC(CC(C3)C1)C2 (some centres undefined) | -1 | 1 | 96 | · | 1 | -7
3 | O=C(NCC1CCCO1)c1ccc(NS(=O)(=O)c2ccccc2)cc1 (centres undefined) | 2 | 1 | 100 | -0.17 | 1 | -1
1 | Cc1ccc(N(Cc2ccc(C(=O)Nc3c(C)n(C)n(-c4ccccc4)c3=O)cc2)S(C)(=O)=O)cc1C | -19 | 1.2 | 102 | 0.72 | 1 | 1

Remaining list, next part
6	Cc1cccc(C)c1NC(=O)C1(NC(=O)C2CCC(=O)N2)CCCCC1 (centres undefined)
7	CCN(CC)c1nc2cc(OC)ccc2cc1C#N
8	N#Cc1cccc(NC(=O)CSc2ccc3c4c(cccc24)C(=O)c2ccccc2-3)c1
9	Cc1ccc(-n2cnc(=O)c3cccnc32)cc1
10	Cc1ccc(S(=O)(=O)NCC(=O)OCc2ccccc2Br)cc1

screen / no.	6	7	8	9	10
PPARg SRC3 recr	-4	-3	19	2	1
PPARg SRC2 recr	-8	5	6	1	5
SRC2 TRFRET art	1551	1491	1641	1530	1601
bIAP inhibitor	-8	14	24	2	5
bIAP activator	1.1	0.9	0.8	1	1
STAT3 activator	89	105	95	103	101
ROMK mod	0.36	·	-4.2*	0.098	-0.58
STAT3 blocker	16	-6	12	5	3
TNAP act hiacc	1.1	1	0.9	1	1
PPARg SRC-1 ag	-10	3	6	8	-2
STAT1 inh	3	4	11	-4	-3

Reformatted: 3 of the compounds above.
entry | SMILES | PPARg SRC3 recr | PPARg SRC2 recr | SRC2 TRFRET art | bIAP inhibitor | bIAP activator | STAT3 activator | ROMK mod | STAT3 blocker | TNAP act hiacc | PPARg SRC-1 ag | STAT1 inh
8 | N#Cc1cccc(NC(=O)CSc2ccc3c4c(cccc24)C(=O)c2ccccc2-3)c1 | 19 | 6 | 1641 | 24 | 0.8 | 95 | -4.2* | 12 | 0.9 | 6 | 11
9 | Cc1ccc(-n2cnc(=O)c3cccnc32)cc1 | 2 | 1 | 1530 | 2 | 1 | 103 | 0.098 | 5 | 1 | 8 | -4
10 | Cc1ccc(S(=O)(=O)NCC(=O)OCc2ccccc2Br)cc1 | 1 | 5 | 1601 | 5 | 1 | 101 | -0.58 | 3 | 1 | -2 | -3

(more compounds)
11	Cc1ccc(CCNC(=O)c2ccc(CS(=O)(=O)Cc3ccccc3F)o2)cc1
12	COc1ccccc1NS(=O)(=O)c1cc(NC(=O)c2ccc(Cl)nc2)ccc1Cl
13	Cc1ccccc1NC(=O)CS(=O)(=O)c1cn(CC(=O)N2CCOCC2)c2ccccc12
14	CCn1c(=O)c2c3c(sc2n2cnnc12)CCC3
15	COc1ccc(CCNC(=O)CN2CCN(Cc3ccc(F)cc3)C2=O)cc1OC

screen / no.	11	12	13	14	15
PPARg SRC3 recr	-3	4	0	-5	4
PPARg SRC2 recr	-2	2	-1	5	-1
SRC2 TRFRET art	1468	1525	1357	1444	1647
bIAP inhibitor	5	2	-3	0	-4
bIAP activator	1	1	1	1	1
STAT3 activator	99	90	94	104	105
ROMK mod	-1.5	-1.6	2*	-0.37	·
STAT3 blocker	8	14	15	-8	3
TNAP act hiacc	1	1	1	1	1
PPARg SRC-1 ag	3	3	6	2	-2
STAT1 inh	3	3	1	9	5

16	O=C(CCNc1n[nH]c(=O)[nH]c1=O)N1CCOCC1
17	Cc1ccc(NC(=O)c2cnc(N3CCN(c4ccccn4)CC3)c3ccccc23)c(Br)c1
18	COc1ccccc1C(=O)NCC(c1cccnc1)N(C)C (centres undefined)
19	CCCCC(=O)Nc1nc(C)c(C(C)=O)s1
20	COCCN1C(=O)c2cc(C(=O)Nc3ccc(C)c(F)c3)ccc2C1Nc1ccc(C)c(F)c1 (centres undefined)

screen / no.	16	17	18	19	20
PPARg SRC3 recr	-3	2	-20	10	-5
PPARg SRC2 recr	1	-2	-8	4	-9
SRC2 TRFRET art	1586	1522	1497	1698	1309
bIAP inhibitor	2	0	9	3	-27
bIAP activator	1	1	0.9	1	1.3
STAT3 activator	98	143*	105	101	105
ROMK mod	0.54	0.37	-0.047	·	0.83
STAT3 blocker	7	-52	-2	8	-6
TNAP act hiacc	1.1	1	1	1.1	1.1
PPARg SRC-1 ag	-2	6	-11	-5	-8
STAT1 inh	4	8	-6	-5	-7

21	COc1ccc(NC(=S)N(CCc2c(C)[nH]c3ccccc23)Cc2ccco2)cc1
22	Cc1cc(NC(=O)Cn2ccsc2=N)c([N+](=O)[O-])cc1C
23	CCc1ccc(N2C(=O)CC(N(CC3CCCO3)C(=O)/C=C/C(=O)O)C2=O)cc1 (centres undefined)
24	CCCn1c(CNS(=O)(=O)c2ccc(C)cc2)nc2ccccc21
25	CC(C)N(C(=O)COC(=O)[C@@H]1CC(O)CN1S(=O)(=O)c1ccccc1[N+](=O)[O-])C(C)C (some centres undefined)

screen / no.	21	22	23	24	25
PPARg SRC3 recr	1	4	3	3	-1
PPARg SRC2 recr	2	8	10	9	-6
SRC2 TRFRET art	1457	1607	1556	1669	1490
bIAP inhibitor	-18	8	1	-3	13
bIAP activator	1.2	0.9	1	1	0.9
STAT3 activator	101	106	95	95	96
ROMK mod	1	0.6	0.21	·	0.77
STAT3 blocker	-2	-1	7	7	5
TNAP act hiacc	1	1	1	1	1
PPARg SRC-1 ag	-1	6	-4	9	-2
STAT1 inh	0	-5	-1	5	0

26	O=C(C(Cc1ccccc1)n1cccc1)N1CCCCCC1 (centres undefined)
27	Cc1cc(Cl)n2c(nc3ccccc32)c1C#N
28	O=C(OCC(=O)c1cccs1)c1ccc([N+](=O)[O-])o1
29	COc1cc(C(=O)NNC(=O)c2ccc(NC(=O)C(C)(C)C)cc2)cc(OC)c1OC
30	COc1ccc(-c2cc(C(=O)OCC(=O)Nc3ccc4c(c3)OCO4)c3ccccc3n2)cc1

screen / no.	26	27	28	29	30
PPARg SRC3 recr	9	0	3	1	3
PPARg SRC2 recr	4	-1	1	0	0
SRC2 TRFRET art	1371	1733	1737	1537	1706
bIAP inhibitor	6	-5	-3	-24	16
bIAP activator	0.9	1.1	1	1.2	0.8
STAT3 activator	104	107	104	100	91
ROMK mod	·	-5*	-0.25	0.71	0.81
STAT3 blocker	1	0	1	3	9
TNAP act hiacc	1	1	1	1	1
PPARg SRC-1 ag	-2	1	10	2	4
STAT1 inh	-8	-4	7	-9	4

31	CCCCc1nc(SCCN2CCOCC2)c2c(=O)n(C)c(=O)n(C)c2n1
32	COc1ccnc(Oc2ccccc2)c1C#N
33	CCc1ccccc1OCC(=O)OCC(=O)c1c(N)n(C)c(=O)n(C)c1=O
34	O=C(COC(=O)Cc1c(Cl)cccc1Cl)NCCC1=CCCCC1
35	O=C(Nc1c(Cl)ccc2nsnc12)c1cccnc1

screen / no.	31	32	33	34	35
PPARg SRC3 recr	5	8	11	3	3
PPARg SRC2 recr	7	3	5	1	7
SRC2 TRFRET art	1771	1504	1778	1491	1751
bIAP inhibitor	-20	2	1	5	7
bIAP activator	1.2	1	1	0.9	0.9
STAT3 activator	101	94	99	99	107
ROMK mod	0.12	·	·	·	·
STAT3 blocker	1	14	3	6	-5
TNAP act hiacc	1	1	1	1	1
PPARg SRC-1 ag	16	4	6	9	9
STAT1 inh	-2	3	7	6	-4

36	CC(=O)OCC(=O)Nc1c(C)cccc1C
37	COc1ccc(-c2nc(Cn3c(SCc4ccc(C)cc4)nc4ccncc43)c(C)o2)cc1OC
38	O=C1CCCCCN1Sc1ccccc1
39	C=CCOC(=O)C1=C(C)Nc2nnnn2C1c1ccc(OC)cc1OC (centres undefined)
40	CCOC(=O)c1c(-c2ccccc2)nc2c(C)cccn12
41	O=C(COC(=O)c1cccc(S(=O)(=O)N2CCN(c3ccccc3)CC2)c1)NCc1ccco1
42	CCOC(=O)N1CCN(S(=O)(=O)c2ccc(OCC)c3ccccc23)CC1

screen / no.	36	37	38	39	40	41	42
PPARg SRC3 recr	-2	10	6	2	-9	4	12
PPARg SRC2 recr	-1	15	8	6	3	3	2
SRC2 TRFRET art	1631	1813	1642	1392	1523	1546	1490
bIAP inhibitor	10	-3	2	11	-5	-5	-8
bIAP activator	0.9	1	1	0.9	1	1.1	1.1
STAT3 activator	108	114	98	97	97	107	106
ROMK mod	-0.69	·	·	0.56	·	-0.12	-1.4
STAT3 blocker	0	-7	6	8	5	-2	-3
TNAP act hiacc	1	1	1.1	1.1	1	1	1
PPARg SRC-1 ag	0	4	9	-5	-1	1	6
STAT1 inh	-4	-1	3	6	-5	-4	7
